# Source: PubChem BioAssay (several laboratories)
# MCL1 BIM primary: MCL1-BIM-BH3 interaction inhibition (human); Q07820; GST-MCL1 / FITC-Bim-BH3 fluorescence polarization; inhibition, % at 10.9 µM; 320,000 compounds, 0.68% hits;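 active = inhibition above the mean inhibition of all tested compounds plus 3 SD, set per campaign, cut at about 40% in these data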;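 note: 0% = DMSO wells and 100% = unlabeled Bim-BH3 peptide control; higher means more loss of mP so more displacement of Bim peptide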
# Fam108B inh: blocks mouse Fam108B hydrolase in RBBP9 counter-screen; recombinant Fam108B, FP-Rh probe fluorescence polarization; inhibition, % at 9.51 µM; 300,000 compounds, 0.33% hits; AID 1947;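 active = inhibition above the screen mean inhibition plus 3 SD, computed separately per campaign, cut at about 18% in these data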;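 note: inhibitors lower polarization as less probe binds the enzyme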
# MEX-5 binding: C. elegans MEX-5 TCR-2 RNA binding activity | activity score (negative = inhibition of binding), % at 10 µM | Q9XUB2 | 300,000 compounds, 0.38% hits | MEX-5/FITC-TCR2 RNA binding, fluorescence polarization; stronger effect = lower value;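 active = inhibition past about -25% in most replicates, and total fluorescence under double the plate's negative control median, limit read from the data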;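 note: 0% = DMSO and -100% = 5 µM competing unlabeled TCR2 RNA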
# PME-1 inh: blocks human protein phosphatase methylesterase 1. Q9Y570. recombinant PME-1, FP-Rh probe fluorescence polarization. inhibition, % at 5.9 µM. 320,000 compounds, 0.53% hits;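 active = inhibition above the campaign mean of all compounds plus 3 SD, cut at about 26% in these data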;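 note: competitive labeling of PME-1 active site by serine hydrolase directed probe; 0% = PME-1 with DMSO and 100% = wells lacking PME-1 enzyme; inhibitors block probe labeling so polarization falls and inhibition rises; many of its hits are not listed in these tables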
# AHR act: activators of human aryl hydrocarbon receptor; activation, % at 5 µM; 320,000 compounds, 2.5% hits; AHR-responsive luciferase reporter cells, luminescence; in the data active = activation above about 47%;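 note: 0% = vehicle wells and 100% = reference agonist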
# Target sequence (P35869 whole entry, looked up): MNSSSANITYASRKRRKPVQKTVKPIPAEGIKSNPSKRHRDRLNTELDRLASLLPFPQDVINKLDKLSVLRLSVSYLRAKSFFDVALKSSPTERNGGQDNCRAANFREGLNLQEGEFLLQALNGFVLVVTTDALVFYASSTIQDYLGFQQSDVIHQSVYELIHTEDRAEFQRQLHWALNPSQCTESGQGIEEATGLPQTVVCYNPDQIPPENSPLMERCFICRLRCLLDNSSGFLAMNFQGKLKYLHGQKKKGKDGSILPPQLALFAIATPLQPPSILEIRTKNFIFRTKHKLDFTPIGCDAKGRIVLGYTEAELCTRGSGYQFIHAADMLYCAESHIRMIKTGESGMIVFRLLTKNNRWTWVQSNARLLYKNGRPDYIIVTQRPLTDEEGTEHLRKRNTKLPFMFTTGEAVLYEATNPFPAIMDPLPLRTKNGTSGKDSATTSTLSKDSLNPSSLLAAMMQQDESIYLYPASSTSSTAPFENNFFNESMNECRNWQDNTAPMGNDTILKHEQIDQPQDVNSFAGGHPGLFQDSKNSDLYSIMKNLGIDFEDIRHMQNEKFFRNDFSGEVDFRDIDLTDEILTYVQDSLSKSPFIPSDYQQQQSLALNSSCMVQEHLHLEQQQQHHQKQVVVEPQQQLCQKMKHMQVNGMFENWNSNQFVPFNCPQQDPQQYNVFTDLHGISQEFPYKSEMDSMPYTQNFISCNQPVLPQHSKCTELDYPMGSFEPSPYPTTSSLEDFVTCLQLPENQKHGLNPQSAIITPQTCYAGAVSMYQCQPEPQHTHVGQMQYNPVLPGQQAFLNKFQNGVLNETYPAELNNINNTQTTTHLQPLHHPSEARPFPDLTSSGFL
# GLD-1 TGE inh: GLD-1-TGE RNA interaction inhibition (C. elegans). Q17339. purified GLD-1 + fluorescein TGE RNA, fluorescence polarization. inhibition, % at 5.96 µM. 320,000 compounds, 0.44% hits;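 active = percent inhibition above a per-plate cutoff, the plate mean of test compounds plus 3 SD, cut at about 30% in these data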;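 note: 0% = DMSO wells with GLD-1 and probe and 100% = wells lacking GLD-1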
# PAFAH1B2 FP inh: PAFAH1B2 (human) inhibition; inhibition, % at 3.39 µM; P68402; recombinant PAFAH1B2, FP-rhodamine activity probe, fluorescence polarization; AID 492953; 340,000 compounds, 1.2% hits;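 active = inhibition above the mean of all tested compounds plus 3 SD, cut at about 24% in these data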;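 note: 0% = enzyme with DMSO and 100% = wells lacking PAFAH1B2; many of its hits are not listed in these tables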
# Target sequence (P68402 whole entry, looked up): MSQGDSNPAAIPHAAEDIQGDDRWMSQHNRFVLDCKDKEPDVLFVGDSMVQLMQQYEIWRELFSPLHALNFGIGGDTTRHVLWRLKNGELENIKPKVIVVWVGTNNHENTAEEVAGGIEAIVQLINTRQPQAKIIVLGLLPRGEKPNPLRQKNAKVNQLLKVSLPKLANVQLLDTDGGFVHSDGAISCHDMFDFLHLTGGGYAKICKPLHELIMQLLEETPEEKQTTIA
# pPAFAH inh: inhibitors of human plasma PAF acetylhydrolase (pPAFAH); Q13093; recombinant pPAFAH, FP-rhodamine probe fluorescence polarization; inhibition, % at 3.39 µM; 330,000 compounds, 1.5% hits;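 active = inhibition above the mean inhibition across the screen plus 3 SD, cut at about 25% in these data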;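 note: inhibitors block binding of the rhodamine activity-based probe so polarization drops; 0% = enzyme with DMSO and 100% = wells lacking pPAFAH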
# BCLXL inh: Bcl-xL (human) inhibition; Q07817; GST-Bcl-xL / FITC-Bim BH3 peptide fluorescence polarization; inhibition, % at 10.9 µM; 320,000 compounds, 0.7% hits; AID 2129;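 active = inhibition above the mean of all tested compounds plus 3 SD, cutoff set per campaign, cut at about 30% in these data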;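 note: 0% = DMSO wells and 100% = unlabeled Bim-BH3 peptide competitor; inhibitors lower millipolarization by displacing the labeled peptide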
# Starred values were filed as active, the others as inactive; . = not tested or not shown. Some of the compounds tested (hit frequency here may not be typical).
SMILES,MCL1 BIM primary,Fam108B inh,MEX-5 binding,PME-1 inh,AHR act,GLD-1 TGE inh,PAFAH1B2 FP inh,pPAFAH inh,BCLXL inh
CCN1CCN(C(=O)c2ccc(Cl)c(S(=O)(=O)N3CCCCC3)c2)CC1,-0.1,-0.5,-0.8,1.9,0.1,-0.9,2.3,-0.7,0.4
COc1ccc(CNC(=O)CC2C[C@H](C(=O)N3CCCCC3)[C@@]3(C)c4[nH]c5ccccc5c4CCN3C2=O)cc1OC (stereo not given in full),.,.,.,.,0.5,1.1,3.7,-3.1,.
CCN(CC)S(=O)(=O)c1ccc(Cl)c(NC(=O)c2ccncc2)c1,-3.3,0.4,-1.2,-6.1,-0.4,-6.2,2.5,0.6,-0.4
O=c1c2ccccc2c(C=NCc2ccccn2)c(O)n1-c1ccccc1,-11.4,-1.2,-9.8,2.8,-3.2,0.4,-0.8,1.9,1.1
COc1ccc(-c2nc(=S)c3c([nH]2)Oc2ccc(C)cc2C3)cc1O,5.1,4.5,2.5,3.4,1.6,-2.7,18.1,1.6,6.7
COc1ccc(N2C(=O)CC2(C#N)c2ccc(OCc3ccccc3)cc2)cc1 (stereo not given),-2.8,-1.8,1.0,0.9,-2.4,5.9,-3.0,4.7,6.3
Cc1ccccc1OCCn1cc(C=O)c2ccccc21,2.0,-2.1,0.0,2.4,-0.5,-5.3,1.8,2.2,4.1
Cn1nc(Cc2cccc3ccccc23)c(C#N)c1N,-0.7,1.0,-0.7,4.9,-0.1,-7.7,4.2,-3.2,-1.2
COc1ccc(Cl)cc1NC(=O)CSc1sc2c(O)cc(=O)[nH]c2c1C#N,8.2,-7.7,0.5,-30.0,5.2,6.7,-0.4,19.9,5.3
Cc1ccc(S(=O)(=O)N2CCN(c3ccc(C(=O)N4CCOCC4)cc3[N+](=O)[O-])CC2)cc1,-3.4,-2.1,-2.2,22.1,-2.1,-3.6,15.4,1.2,3.5
C=CCn1c(CCNC(=O)c2ccc(Cl)c(Cl)c2)nnc1SCCOc1ccc(OC)cc1,1.1,-4.1,-0.4,-0.5,0.1,0.3,4.6,1.4,0.7
Cc1cc(O)cc(O)c1C(=O)Cc1cnn(-c2ccccc2)c1,4.5,-2.9,-0.3,0.6,4.5,-5.0,-3.0,4.9,2.4
Cc1ccccc1-n1c(C)cc(/C=C2\NC(=O)NC2=O)c1C,3.9,-0.9,1.4,-1.9,25.1,5.4,6.8,7.1,5.5
Cc1occc1C(=O)Nc1c(F)c(F)c(F)c(F)c1F,3.9,-1.8,1.1,0.0,2.3,-4.5,7.6,0.1,0.1
CN(C)C(=O)COC(=O)c1cccnc1Nc1ccccc1F,6.8,8.0,1.0,3.9,4.0,5.5,3.9,-1.1,4.4
Cc1ccccc1C(=O)N1CCC(C(=O)Nc2ccc(C)c(S(=O)(=O)N3CCCCC3)c2)CC1,-1.0,.,.,0.6,0.0,-3.3,3.7,-1.4,0.1
COc1ccc(C(=O)NC2CCN(C(=S)Nc3cccc(C)c3C)CC2)cc1,-17.0,-1.8,-0.1,-5.3,-3.1,5.5,0.8,6.7,0.3
O=C(Nc1nnc(/N=C/c2ccco2)s1)c1ccc(F)cc1,14.5,0.7,-13.8,0.2,17.3,-2.3,-7.6,4.0,6.1
CC(C(=O)N1CCCCCC1)c1ccc([N+](=O)[O-])cc1 (stereo not given),2.4,2.1,-2.7,8.2,-0.2,1.4,0.3,-3.4,2.8
O=C(NCc1nnc(SCC(=O)N2CCCCC2)o1)c1c(F)cccc1Cl,1.8,3.3,.,0.2,1.0,5.3,-0.7,3.5,-0.7
COc1ccc(C(=O)Nc2ccccc2C(=O)N2CCOCC2)cc1OC,2.6,-3.3,-4.4,-0.8,-1.3,9.7,3.1,3.7,-0.9
O=C1CN(C(=O)C2CCCC2)CCN1,5.8,1.8,1.2,-1.3,0.7,7.2,6.0,-3.1,7.7
Cn1c(CC(=O)Nc2ccccc2)n[nH]c1=S,2.4,0.8,0.4,2.6,-0.6,-0.1,2.9,1.0,-3.4
COc1cc(-c2ccc(=O)[nH]n2)ccc1OC(F)F,5.6,4.5,1.1,7.4,14.0,-9.3,2.4,-1.4,10.4
CC(C)(C)SCCNC(=O)c1ccc(CN2CCc3ccccc3C2)cc1,4.5,1.8,-2.2,-0.6,1.4,2.1,3.6,3.9,8.6
CC[C@@]12C(=O)N(c3ccc(C)cc3)C(=O)N1[C@H](c1ccc(OC)cc1)[C@@H]1C(=O)N(C(C)(C)C)C(=O)[C@@H]12,-1.2,-0.6,-0.3,2.1,-0.2,3.9,2.9,2.1,5.6
O=C(CCCn1c(SCc2cc(=O)n3cc(Cl)ccc3n2)nc2ccccc2c1=O)NCC1CCCO1 (stereo not given),0.6,2.1,-1.3,-3.3,-0.9,-0.8,6.8,0.8,1.5
CCOc1ccc(CCN2C(=O)c3ccc(C(=O)O)cc3C2=O)cc1OCC,-2.2,3.6,1.2,-0.7,0.5,-4.8,0.0,1.7,1.4
CN(CCc1ccccn1)C(=O)c1cccnc1Oc1ccc(Cl)cc1,2.5,-1.1,-0.8,9.5,-0.9,4.4,-0.9,3.5,3.5
COc1ccc(-c2nnn(CC(=O)N(Cc3ccccc3Cl)C(C(=O)NCC3CCCO3)c3ccco3)n2)cc1 (stereo not given),4.7,-3.3,0.8,3.0,1.1,2.4,1.6,4.5,3.7
COc1cc(-c2cc(C(=O)NCc3ccco3)c3ccccc3n2)cc(OC)c1OC,2.7,-0.6,0.5,1.8,21.2,4.9,-3.2,0.7,6.0
CCC(=O)Nc1cc(=O)[nH]c2ncnn12,14.8,4.9,3.1,-10.7,0.7,-0.5,2.1,-1.4,7.2
COc1cc(Cl)c(C)cc1NC(C)C(=O)Nc1cc(C(F)(F)F)ccc1N1CCOCC1 (stereo not given),1.7,0.2,-1.8,3.4,0.9,4.4,0.8,7.9,-1.8
Cn1nc(C(=O)Nc2ccc(Br)cc2)cc1C(=O)Nc1ccc(Br)cc1,-1.6,-0.4,0.0,-4.5,64.8*,-2.7,4.2,1.2,-2.5
COc1ccc(N=Nc2cnc(C)nc2-c2ccccc2)cc1,-4.5,-0.3,2.3,-4.0,9.0,10.3,4.3,7.8,2.6
CCc1cccc(NC(=O)CCCN2C(=O)C(c3ccccc3)Oc3cccnc32)c1 (stereo not given),-0.3,-3.0,-0.4,-0.5,2.8,6.8,-2.9,16.4,1.3
O=C(C[C@@H]1C/C=C\C[C@H](NC(=O)OCC2c3ccccc3-c3ccccc32)C(=O)OC[C@@H]2CCCN2C1=O)NCCO,.,.,.,.,-2.7,2.5,5.3,-1.8,.
CCOC(=O)c1cc2c3ccccc3n(CC)c2nc1N,1.8,-1.0,-1.6,-1.7,27.8,3.8,-3.5,-0.5,1.8
CCOc1ccc2nc(NS(=O)(=O)c3ccc4c(c3)n(C)c(=O)n4C)sc2c1,-0.6,3.0,-0.8,0.9,6.0,-5.8,0.4,5.8,6.5
Cc1nc2cc3nc(C)sc3cc2s1,10.5,-3.4,-0.6,-1.5,-5.7,-1.5,0.2,1.4,8.5
C=CCN1C(=S)N[C@@H]2CS(=O)(=O)C[C@@H]21,1.5,1.3,-0.3,0.7,-0.7,1.8,.,-2.0,3.3
Cc1nn(Cc2c(Cl)cccc2Cl)c(Cl)c1/C=C/C(=O)OCC(=O)NCC(F)(F)F,-2.1,0.8,0.3,-15.3,4.7,6.8,-2.7,-0.9,-2.0
O=C(NC1CCCC1)C(c1ccco1)N(C(=O)c1ccco1)c1ccccc1 (stereo not given),6.8,-2.6,-0.7,-8.1,1.9,5.8,-1.3,-2.6,3.5
CCCCCNC(=O)N[C@H](C(=O)O)C(C)C,3.1,-5.1,1.8,0.9,3.9,-2.9,-1.8,2.3,4.1
COCC1CCN(C(=O)C2CCC(=O)N(CC3CCCCC3)C2)CC1 (stereo not given),-4.3,-0.2,.,2.6,-0.4,3.0,-2.4,-1.0,2.8
N#Cc1nc(COc2ccc(Cl)cc2Cl)oc1N1CCN(c2ccccc2)CC1,0.0,-5.1,1.3,-3.6,-2.5,0.4,2.5,4.1,2.8
CCC1CN(C(=O)N2CCC(C(=O)Nc3ccccc3F)CC2)c2ccccc2O1 (stereo not given),10.2,3.4,-0.8,2.8,0.8,3.6,-0.7,4.6,5.0
COC(CNC(=O)c1ccc2c(c1)nc(C)n2-c1ccc(F)c(F)c1)OC,-6.3,-1.8,-1.5,1.1,-1.2,8.3,6.0,5.3,-3.5
N#C/C(=C/Nc1ccccc1C(=O)O)C(N)=O,0.2,-2.2,.,-3.2,0.8,-5.5,1.6,0.2,5.0
CCOc1ccc(-c2c(C(=O)N/N=C/c3cccs3)nnn2-c2nonc2N)cc1,4.8,1.0,2.1,4.5,-0.3,3.9,3.3,0.3,-0.2
Cc1cc(C)c2c(CC(=O)O)coc2c1,-1.8,-2.5,1.1,-4.0,-1.1,2.8,0.6,4.2,1.0
S=c1[nH]cc(-c2ccccc2)[nH]1,-6.9,2.1,-1.0,7.3,2.6,3.6,0.9,0.8,0.4
CN(C)/C=C1/Nc2ccccc2C1=O,5.3,-2.8,-9.4,1.4,33.7,11.6,-3.5,2.5,18.7
CS(=O)(=O)n1nc(-c2ccco2)nc1N,-0.9,3.7,3.0,-5.3,-0.2,-3.1,0.2,6.0,-0.6
O=c1cc(N2CCCCCC2)[nH]c(=O)n1-c1ccc(Cl)cc1,1.6,2.5,0.3,-7.1,2.2,-6.5,1.2,-1.8,-2.6
COc1ccc(OC)c(C2=NOC(C(=O)Nc3ccc4c(c3)OCCO4)C2)c1 (stereo not given),-1.0,-4.4,2.1,-3.9,1.9,-5.6,-2.0,9.8,-0.1
O=C(NCc1ccco1)C1CC(=O)N(CCc2ccccc2)C1 (stereo not given),-3.7,4.3,-1.6,-5.3,1.7,-13.8,-6.7,2.0,-0.9
CC(C)N(C)C(=O)C(=O)c1cccn1-c1cccc(Cl)c1C#N,1.3,3.3,0.0,0.2,1.0,4.4,1.6,5.2,-1.9
CSc1ccc(C(C(C(=O)c2cccs2)N2CCOCC2)N2CCOCC2)cc1 (stereo not given),-2.6,3.8,-2.7,4.1,7.3,2.5,0.8,-1.3,7.4
O=C(Cn1nc(-c2ccc(Cl)cc2)ccc1=O)NCCN1CCOCC1,-2.4,-2.1,-1.0,0.8,-1.8,5.6,4.4,-1.6,-2.1

# The listing continues:
SMILES,MCL1 BIM primary,Fam108B inh,MEX-5 binding,PME-1 inh,AHR act,GLD-1 TGE inh,PAFAH1B2 FP inh,pPAFAH inh,BCLXL inh
Cc1c(-c2csc(N)n2)c2ccccc2n1C,7.1,-0.6,0.5,2.1,14.4,8.5,1.0,-1.5,4.0
CCOC(=O)c1cc(C(=O)c2cccs2)n2ccc(C(C)=O)cc12,10.6,0.6,-3.7,1.4,2.2,-1.5,-1.9,-0.7,7.5
COc1cc(C(=O)NCC(=O)NC(C)c2ccc(-n3ccnc3)cc2)cc(OC)c1OC (stereo not given),-3.9,3.6,-1.6,-1.0,0.6,1.9,1.9,7.5,6.2
CN(CC(=O)NCCN1CCN(c2ccccc2)CC1)S(=O)(=O)c1ccc2c(c1)CCC(=O)N2,5.9,-2.4,0.7,-5.0,-2.2,3.1,1.0,-0.9,1.7
